PP5 primary = PP5 phosphatase inhibitors, primary screen, biochemical, fluorescence; 0.18% of 320,000 active; inhibition, % at 6.7 µM; purified PP5c, OMFP substrate fluorescence;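 active means inhibition above the campaign's mean inhibition across all tested compounds plus 3 SD, cut at about 9.5% in these data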;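 further: 0% = DMSO only and 100% = 100 µM cantharidin control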
PP1 counter = PP1-alpha phosphatase inhibitors, primary screen, counter-screen for PP5 inhibitor project, biochemical, fluorescence, OMFP substrate, single point; 0.9% of 320,000 active; inhibition, % at 6.7 µM; purified PP1alpha; Serine/threonine-protein phosphatase PP1-alpha catalytic subunit (Homo sapiens), P62136;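 active means inhibition above the mean inhibition of all tested compounds plus 3 SD, computed separately for each screening campaign, cut at about 15% in these data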
CTSL1 counter = Fasciola hepatica cathepsin L1 inhibitors, primary screen, counter-screen for PFM18AAP inhibitor project, biochemical, QFRET, fluorogenic peptide substrate | recombinant F. hepatica cathepsin L1, Z-Leu-Arg-MCA fluorescence | inhibition, % at 5.96 µM | AID 1906, 2009 | 0.49% of 300,000 active;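 active means inhibition above the mean of all tested compounds plus 3 SD, set per screening campaign, cut at about 17% in these data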;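 further: 0% = plate median of test compound wells and 100% = 1 µM Z-Phe-Ala-diazomethylketone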
EBNA-1 inhibitor = EBNA-1 DNA-binding inhibitors, primary screen, biochemical, fluorescence polarization. inhibition, % at 14.8 µM. 0.34% of 300,000 active; in the data active means inhibition above about 28%
PREPL inhibitor = PREPL enzyme inhibitors, primary screen, biochemical, fluorescence polarization. recombinant PREPL, fluorescence polarization activity-based probe. inhibition, % at 5.96 µM. 0.68% of 320,000 active; in the data active means inhibition above about 43%;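 further: 0% = enzyme with DMSO and 100% = wells lacking enzyme; many of its hits are not listed in these tables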
Target sequence (Q4J6C6 whole entry, looked up): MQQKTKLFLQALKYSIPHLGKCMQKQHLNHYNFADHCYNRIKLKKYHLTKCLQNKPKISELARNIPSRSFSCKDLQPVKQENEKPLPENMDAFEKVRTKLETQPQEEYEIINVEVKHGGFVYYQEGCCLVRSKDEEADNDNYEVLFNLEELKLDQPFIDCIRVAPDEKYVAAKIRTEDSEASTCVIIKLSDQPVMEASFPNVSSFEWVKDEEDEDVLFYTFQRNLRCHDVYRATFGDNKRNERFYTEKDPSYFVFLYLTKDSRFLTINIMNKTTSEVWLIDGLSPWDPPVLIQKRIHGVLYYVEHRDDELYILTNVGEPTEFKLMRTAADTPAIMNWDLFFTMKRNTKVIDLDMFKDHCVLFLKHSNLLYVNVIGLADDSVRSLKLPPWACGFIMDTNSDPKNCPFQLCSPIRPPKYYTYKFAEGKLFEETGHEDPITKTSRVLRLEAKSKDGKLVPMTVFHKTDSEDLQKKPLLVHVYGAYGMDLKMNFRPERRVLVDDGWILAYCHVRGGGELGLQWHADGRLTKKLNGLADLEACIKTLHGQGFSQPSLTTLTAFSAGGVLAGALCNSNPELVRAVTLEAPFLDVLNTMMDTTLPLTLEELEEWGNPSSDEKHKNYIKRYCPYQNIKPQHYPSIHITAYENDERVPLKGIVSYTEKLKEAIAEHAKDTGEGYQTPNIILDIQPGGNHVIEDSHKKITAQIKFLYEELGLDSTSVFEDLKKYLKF
Efflux pump inh = inhibitors of Candida efflux pumps in yeast, primary screen, S. cerevisiae, Nile Red, multiplex | 0.44% of 330,000 active | S. cerevisiae Candida pump triplex | inhibition, % at 10 µM | AID 485275, 2010;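 active means plate passing quality check with inhibition over a set limit, or well fluorescence over plate mean plus 4 SD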;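 further: Nile Red retained in pooled yeast measured as flow cytometry median fluorescence; 0% = buffer negative control and 100% = Enniatin B positive control; higher means more Nile Red kept so more efflux inhibition; some compounds called inactive have numbers as strong as hits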
HCV core dimer = inhibitors of HCV core protein dimerization, primary screen, biochemical, TR-FRET, high-throughput; 0.33% of 300,000 active; TR-FRET GST/Flag-core106 dimerization, 1536-well; inhibition, % at 5 µM;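 active means inhibition above the mean of all tested compounds plus 3 SD, set per screening campaign, cut at about 45% in these data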
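Assay system: tagged HCV core106 pair (GST and Flag); medium: KF-containing HEPES buffer, pH 7.45, DTT, CHAPS, BSA; also added: Eu donor and XL665 acceptor anti-tag antibodies; dosing: 5 µM single dose; timing: compound-protein-antibody incubation 4 h at 22.5 °C; signal: TR-FRET 671 and 617 nm emission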
TPT1 inh = Candida albicans TPT1 enzyme inhibitors, primary screen, biochemical, fluorescence polarization. inhibition, % at 5 µM. 0.81% of 300,000 active. AID 1962, 2009. recombinant caTPT1, FP RNA substrate dephosphorylation;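 active means inhibition above the mean of all tested compounds plus 3 SD, set per screening campaign, cut at about 24% in these data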;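 further: plate controls were DMSO alone for no effect and ferristatin control at 100 nM for full effect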
ZTA counter = blocks Epstein-Barr virus ZTA, an EBNA-1 counter-screen; P03206; ZTA-DNA binding, fluorescence polarization; inhibition, % at 11 µM; 0.15% of 320,000 active; in the data active means inhibition above about 33%
Target sequence (P03206 whole entry, looked up): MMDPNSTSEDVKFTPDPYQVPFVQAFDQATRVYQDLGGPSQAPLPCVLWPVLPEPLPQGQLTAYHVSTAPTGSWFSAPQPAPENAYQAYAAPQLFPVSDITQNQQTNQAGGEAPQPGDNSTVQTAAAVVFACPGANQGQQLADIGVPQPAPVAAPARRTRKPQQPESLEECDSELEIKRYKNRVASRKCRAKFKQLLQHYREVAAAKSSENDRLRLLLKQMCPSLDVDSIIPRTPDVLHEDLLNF
The depositor's hits bear a star; / = no result given.

SMILES | PP5 primary | PP1 counter | CTSL1 counter | EBNA-1 inhibitor | PREPL inhibitor | Efflux pump inh | HCV core dimer | TPT1 inh | ZTA counter
COc1ccc(OCC(=O)Nc2ccc3c(c2)nc(CCNC(C)=O)n3C)cc1 | 1.4 | 1 | 6 | -1 | 12 | -0.1 | -5 | 1 | -10
CCCCCCCCC(=O)N/N=C/c1ccccn1 | 3.1 | -1 | 0 | 7 | 6 | 0.0 | -3 | -1 | -2
CC1Nc2ncnc(N3CCN(c4ccccn4)CC3)c2N(Cc2ccccc2)C1=O (centres undefined) | 0.7 | 12 | -1 | 11 | 13 | 0.0 | 0 | 1 | -10
Cc1nc2c(C)[n+](CC(=O)c3ccccc3)ccc2n1C | 1.8 | 3 | 0 | -9 | 1 | 0.2 | 0 | 2 | -1
CCC(=O)Nc1ccc(C(=O)CSc2nc3ccccc3cc2CC)cc1 | 4.3 | -3 | 0 | -9 | -10 | 0.1 | 1 | 2 | -9
COc1cc(NC(=O)C2Cc3ccccc3CN2S(C)(=O)=O)cc(OC)c1 (centres undefined) | 0.5 | 1 | 0 | 38* | -4 | 0.1 | -9 | -3 | -5
CC(=O)c1ccc(NC(=O)CCNS(=O)(=O)c2cccc3nonc23)cc1 | 1.1 | -5 | -43 | -14 | 41 | 0.1 | 1 | 0 | -15
CN(C)c1nc(Cl)nc(NCCOc2ccccc2)n1 | -0.5 | -2 | 4 | 4 | 18 | -0.2 | -9 | -1 | 9
CCOc1ccc(-c2c(C(=O)N/N=C/C3CC=CCC3)nnn2-c2nonc2N)cc1 (centres undefined) | 0.1 | 1 | -8 | 6 | -8 | 0.2 | 7 | -3 | -3
NNC(=S)Nc1cc(S(=O)(=O)N2CCOCC2)ccc1N1CCOCC1 | 4.0 | 1 | 0 | 6 | 8 | 0.3 | 1 | -2 | 0
O=C(/C=C/C(=O)NCc1cccs1)NCc1cccs1 | 0.1 | -3 | 5 | 15 | -2 | 0.0 | 1 | -3 | 4
COc1cc2c(cc1NC(=O)c1cncc(Br)c1)oc1ccccc12 | 4.8 | 0 | -2 | -9 | 7 | 0.1 | 1 | 0 | 6
Cc1cccnc1NC(=O)c1ccc(COc2ccccc2)o1 | 1.1 | 2 | 1 | 4 | 7 | 0.1 | -11 | 2 | -12
CCOc1ccccc1CNC(=O)c1c([N+](=O)[O-])c(C)nn1C | -1.6 | -1 | 0 | -9 | 20 | 0.5 | -9 | 3 | 5
O=C(Nc1ccc(F)cc1)Nc1ccc(N2CCOCC2)c2nonc12 | 2.6 | -2 | 7 | -12 | 14 | -0.1 | -22 | -3 | -14
Cc1c(NC(=O)C(C)OC(=O)/C=C/c2ccco2)c(=O)n(-c2ccccc2)n1C (centres undefined) | -2.6 | -1 | -5 | -13 | 0 | 0.3 | 1 | 4 | 7
Cc1ccc(S(=O)(=O)N2CCC(C(=O)NC3CC(C)(C)NC(C)(C)C3)CC2)cc1 | -0.2 | 0 | -1 | 8 | 4 | 0.6 | -6 | 4 | -4
COc1ccc(OCC(=O)Nc2ccc(NC(=O)c3cccs3)cc2)cc1 | 1.9 | 1 | 4 | 12 | 4 | 0.1 | 12 | 0 | 0
CN(C)c1ccc(-c2c(-c3ccc4c(c3)OCO4)noc2-c2ccsc2)cn1 | -2.1 | -6 | 0 | -4 | 11 | 0.1 | -4 | 2 | -1
COCc1cc(C)nc2sc(C(=O)N3CCCCC3)c(N)c12 | 2.2 | -5 | -4 | -14 | 14 | 0.2 | 2 | 5 | 3
O=c1oc2cc(OCc3c(F)c(F)c(F)c(F)c3F)ccc2cc1-c1ccccn1 | -1.8 | -2 | 2 | -4 | 8 | 0.2 | 0 | -1 | -12
c1ccc(CCSc2nccn2-c2ccccc2)cc1 | 1.7 | -2 | 3 | 5 | -10 | 0.0 | 9 | -1 | 3
CC(C)C(C)(C#N)NC(=O)CSc1nnc(-c2ccccc2)o1 (centres undefined) | -2.8 | 3 | 0 | 1 | -2 | -0.1 | -2 | 0 | 13
O=C(NCc1ccccc1Br)c1ccncc1 | 3.5 | 0 | 1 | -9 | 14 | -0.5 | -15 | -1 | -1
CCOc1c(Br)cc(/C=C2/SC(=O)N(CC(=O)N3CCCC3)C2=O)cc1OC | 2.2 | 0 | 1 | 1 | 12 | 0.3 | 3 | 6 | 8
COC(=O)c1ccc(Nc2nc(C)nc3c2nnn3Cc2ccccc2)cc1 | 2.2 | 0 | 0 | 4 | -18 | 0.1 | 5 | -3 | 11
Cc1cccc(OCCCC(=O)Nc2ccc(N3CCOCC3)cc2)c1 | 1.7 | 2 | -4 | -3 | 41 | -0.1 | 2 | -1 | 1
Cc1c(NC(=O)C(C)OC(=O)c2ccc(Br)o2)c(=O)n(-c2ccccc2)n1C (centres undefined) | -0.8 | -2 | -9 | -2 | -3 | 0.0 | -1 | -1 | -9
CC(=O)Nc1ccccc1NC(=O)c1ccccc1-c1ccccc1 | 2.4 | -2 | -1 | 4 | -14 | 0.1 | 0 | 1 | 5
CNC(=O)c1sccc1-n1cccc1 | 1.7 | -2 | 0 | -10 | 2 | 0.1 | -4 | 0 | -6
CCC(C)n1c(SCC(=O)NCc2ccco2)nnc1-c1cccc(S(=O)(=O)N2CCOCC2)c1 (centres undefined) | 0.8 | 6 | 2 | 1 | 8 | 0.1 | -1 | -2 | 2
O=C(c1cc(=O)c2cc(Cl)ccc2o1)N1CCN(Cc2ccccc2)CC1 | -0.1 | -1 | -2 | -1 | -21 | -0.1 | 10 | -3 | -5
Cc1cc(N=CC2=C(O)CC(C)(C)CC2=O)no1 | -0.5 | -3 | 1 | 0 | 13 | 0.0 | -3 | -3 | 1
CCc1ccccc1NC1=NCC(=O)N1Cc1ccc2c(c1)OCO2 | 1.8 | -3 | -1 | 4 | 8 | 0.1 | 8 | 2 | 10
O=C(Nc1ccc(-c2n[nH]c(=S)o2)cc1)c1ccccc1Cl | 0.2 | -4 | -3 | -4 | -7 | -0.1 | 5 | -3 | 7
O=S(=O)(NCc1ccccc1)c1ccc(-n2cccn2)cc1 | -0.6 | 5 | 9 | 0 | 9 | 0.1 | 2 | 1 | -14
c1ccc2c(N3CCCC3)nc(-c3ccncc3)nc2c1 | 3.5 | -1 | -2 | -7 | 3 | 0.2 | 4 | 2 | 8
CCOC(=O)N1CCN(C(=O)COc2ccc(Br)cc2Cl)CC1 | 2.0 | -2 | -3 | 5 | 6 | 0.1 | -2 | 1 | 15
CC(C)N(CCCNC(=O)CC1Oc2ccccc2NC1=O)Cc1ccccc1 (centres undefined) | -2.0 | -5 | 3 | 9 | 20 | -0.2 | 4 | -5 | -2
Cc1ccccc1NC(=O)Cn1c(=O)n(C)c2ccccc21 | 1.2 | 0 | -1 | -13 | 4 | -0.1 | -7 | 2 | -22

One compound at a time, from the list above.
COC(=O)c1ccc(Nc2nc(C)nc3c2nnn3Cc2ccccc2)cc1 as listed: PP5 primary = 2.2; PP1 counter = 0; CTSL1 counter = 0; EBNA-1 inhibitor = 4; PREPL inhibitor = -18; Efflux pump inh = 0.1; HCV core dimer = 5; TPT1 inh = -3; ZTA counter = 11
O=c1oc2cc(OCc3c(F)c(F)c(F)c(F)c3F)ccc2cc1-c1ccccn1 as listed: PP5 primary = -1.8; PP1 counter = -2; CTSL1 counter = 2; EBNA-1 inhibitor = -4; PREPL inhibitor = 8; Efflux pump inh = 0.2; HCV core dimer = 0; TPT1 inh = -1; ZTA counter = -12

Other records
SMILES | PP5 primary | PP1 counter | CTSL1 counter | EBNA-1 inhibitor | PREPL inhibitor | Efflux pump inh | HCV core dimer | TPT1 inh | ZTA counter
CCCNC(=O)COC(=O)c1ccccc1OCc1ccc(Cl)cc1 | 2.3 | -1 | -4 | -3 | -3 | 0.0 | 0 | -3 | -19
O=C(NCc1cccc(Cl)c1)C1CCN(S(=O)(=O)c2ccc(F)cc2)CC1 | 0.7 | 5 | 1 | 4 | 20 | 0.0 | -3 | -10 | -6
CCCOc1nc(SCCC)nc2c1cnn2-c1ccccc1 | 6.4 | 1 | -1 | -5 | 3 | 0.2 | -3 | -2 | -7
Cc1c(OCC(=O)NCCCn2ccnc2)ccc2c3c(c(=O)oc12)CCC3 | 1.6 | -4 | 3 | -5 | 3 | -0.1 | -4 | -2 | 4
COc1cccc(CN2CCNC(=O)C2CC(=O)NCC2CCOCC2)c1 (centres undefined) | 3.2 | 1 | 5 | -13 | 14 | -0.2 | -14 | -7 | -3
CCN(CC)CCCNC(=O)C1c2ccccc2C(=O)N(CCOC)C1c1ccc(F)cc1 (centres undefined) | -0.1 | -5 | -1 | 2 | 2 | 0.0 | 2 | 1 | -4
CCN(CC(=O)Nc1ccc(NC(C)=O)cc1)C(=O)CSCc1c(C)noc1C | -0.9 | -4 | -34 | 5 | -5 | 0.0 | 0 | 3 | -11
CCCCCCCCCn1c2c(c(=N)c3c1CCC3)CCC2 | 0.0 | 10 | 6 | 4 | 35 | 0.3 | 12 | -5 | 14
Cc1ccc(CONC(=O)c2ccc(OC(F)F)cc2)cc1 | -0.5 | -7 | 0 | -1 | 8 | 0.0 | -2 | 2 | 2
CCOc1ccccc1NC(=O)C(NC(=O)C1CCC(C)CC1)C(C)C (centres undefined) | 0.8 | -4 | 8 | -4 | 9 | -0.1 | -1 | 0 | -3
COc1ccc(C(=O)Nc2ccc(NC(C)=O)cc2)cc1S(=O)(=O)N(C)Cc1ccccc1 | 0.3 | 1 | / | / | 7 | 0.0 | / | / | 10
COc1ccc(NC(=O)C(=O)c2cn(CC(=O)N3CCCC3)c3ccccc23)cc1 | 1.2 | -5 | 0 | -5 | 1 | -0.1 | 5 | 0 | -3
CCc1ccc(N2CC(C(=O)Nc3ccc(S(=O)(=O)Nc4nccs4)cc3)CC2=O)cc1 (centres undefined) | 2.9 | 4 | 3 | -4 | 3 | -0.1 | 5 | 2 | -7
NC(N)=N/N=C/c1ccc(Cl)cc1Cl | -0.4 | 4 | 2 | -1 | 17 | -0.1 | -5 | -7 | -20
CC(C)CN(C(=O)COC(=O)C1c2ccccc2Oc2ccccc21)C1CCS(=O)(=O)C1 (centres undefined) | 1.5 | -2 | 0 | -8 | 14 | -0.2 | 6 | -2 | -15
CCOc1ncccc1C(=O)Nc1cc(S(=O)(=O)N2CCCCC2)ccc1C | 2.1 | 3 | / | / | 3 | 0.1 | / | / | 12
COc1cccc(CNC(=S)NC2CC2)c1 | -2.8 | -2 | 1 | -4 | -4 | 0.0 | 1 | -3 | -5
c1ccc(N2CCN(c3nc(NCc4ccco4)c4ccccc4n3)CC2)cc1 | 3.7 | 5 | 5 | 3 | 56* | 0.2 | 0 | -3 | -1
CCn1c(=O)n(CC)c2cc([N+](=O)[O-])ccc21 | 0.5 | -1 | 4 | -3 | 11 | -0.2 | 0 | -2 | -7
Cc1cc2c(cc(C(=O)N3CCC(C(=O)N4CCCC4)CC3)n2Cc2c(F)cccc2Cl)o1 | 1.7 | -1 | 2 | -5 | 32 | -0.1 | 12 | -2 | -9
Cc1ccc(NC(=O)NC(=O)N(C(C)C)S(=O)(=O)c2ccc(C)cc2)cc1 | 2.4 | 1 | -3 | 0 | -6 | 0.1 | -2 | 0 | 4
CCC(=O)Nc1ccc(NC(=O)C23CC4CC(CC(C4)C2)C3)cn1 | 0.7 | -2 | 0 | 2 | -4 | -0.1 | -6 | -7 | -2

As entered above:
CCOc1ccccc1NC(=O)C(NC(=O)C1CCC(C)CC1)C(C)C (centres undefined) – TPT1 inh = 0
Cc1cc2c(cc(C(=O)N3CCC(C(=O)N4CCCC4)CC3)n2Cc2c(F)cccc2Cl)o1 – PP1 counter = -1
CCCCCCCCCn1c2c(c(=N)c3c1CCC3)CCC2 – PP5 primary = 0.0
CCn1c(=O)n(CC)c2cc([N+](=O)[O-])ccc21 – CTSL1 counter = 4

An excerpt; rates above refer to the full screens.
